Siah-1 displacement: Siah-1 peptide-binding antagonists, primary screen, biochemical, fluorescence polarization, rhodamine-plectin, uHTS (AID 1817); Siah-1 / rhodamine-plectin peptide fluorescence polarization; higher % means a stronger effect; one-dose displacement, % at 20 µM; IC50 in µM for titrated hits; hit rate 0.02% among 290,000;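 active = displacement of at least 50% at 20 µM, with a fluorescence ratio check between 0.3 and a set limit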;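 note: plate controls were Siah plus tracer with DMSO for no effect and tracer alone without Siah for full effect; strong numbers were not always called active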
West Nile virus CPE: West Nile virus antiviral activity, cell-based, CPE readout (AID 1621). West Nile virus-infected cells, CPE inhibition; higher % means a stronger effect. CPE inhibition, % at 10 µM; hits with a dose series show IC50 in µM. hit rate 0.02% among 290,000; in the data active = a potency from the dose series; inconclusive = CPE inhibition mostly from about 3.7% at the one dose, without a potency; inactive = the rest, 99 in 100 with CPE inhibition below about 2.2%; note: strong numbers were not always called active
M17LAP inhibition: P. falciparum M17LAP inhibitors, primary screen, biochemical, fluorogenic H-Leu-NHMec substrate, 1536-well (AID 1619); inhibition, % at 30 µM, or IC50 in µM where a hit was titrated; hit rate 0.38% among 220,000; recombinant M17LAP, H-Leu-NHMec fluorogenic kinetic assay; higher % means a stronger effect; Leucine aminopeptidase (Plasmodium falciparum (isolate 3D7));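 active = compound inhibiting the enzyme by more than half at any dose during confirmatory dose-response retesting; inconclusive = strong single-dose inhibitors picked by rank but not retested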;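 note: plate controls were full reaction with DMSO carrier for no effect and no enzyme background for full effect; strong numbers were not always called active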
P. falciparum M1AAP: P. falciparum M1AAP inhibitors, biochemical, fluorogenic H-Leu-NHMec substrate, 1536-well (AID 1445); inhibition, % at 30 µM; hits with a dose series show IC50 in µM; hit rate 0.42% among 220,000; recombinant M1AAP, H-Leu-NHMec fluorogenic kinetic assay; higher % means a stronger effect; Aminopeptidase N (Plasmodium falciparum (isolate 3D7));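 active = primary inhibition above the hit cutoff, then over 50% inhibition at one or more dose response concentrations, cut at about 23% in these data, passing the limit was not always enough; inconclusive = conflicting primary data, or primary hits not chosen for dose response; inactive = low primary inhibition, or under 50% at every dose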;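 note: plate controls were DMSO full reaction for no effect and no enzyme background for full effect; strong numbers were not always called active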
ER stress rescue: rescue of cells from ER stress-induced death, primary screen, 384-well, CSM14.1, thapsigargin, ATP luminescence (AID 1222); CSM14.1 thapsigargin-induced death rescue, ATP luminescence; higher % means a stronger effect; cellular ATP content (survival), % at 20 µM; hits with a dose series show EC50 in µM; 190,000 tested, under 10 active;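 active = EC50 below 50 µM in the dose-response confirmation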;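 note: death triggered by thapsigargin at about 15 µM added after 2 h compound pretreatment; cell ATP read after overnight thapsigargin exposure of roughly 18 to 22 hours; normalized against plate controls of thapsigargin alone and 5% DMSO vehicle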
Yfh1-off respiration: enhancers of respiration in Yfh1-depleted yeast, dose response, Friedreich's ataxia, plus single-dose screen (AID 1465) | S. cerevisiae Yfh1-off respiration, WST-1 reduction, 72 h; higher fold induction means a stronger effect | one-dose fold induction at 50 µM; EC50 in µM for titrated hits | hit rate 0.074% among 220,000;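 active = fold induction of absorbance versus untreated yeast above a set limit, then at least 30% activation at any dose in follow-up; inconclusive = repeats straddling the limit, or above it without dose testing; inactive = fold induction below the set limit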;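 note: activators that raise dye reduction in frataxin-depleted yeast; strong numbers were not always called active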
human PMI inhibitors: human PMI inhibitors, high substrate, primary screen, biochemical, fluorescence intensity, high mannose 6-phosphate (AID 1220); one-dose inhibition, % at 20 µM; IC50 in µM for titrated hits; Mannose-6-phosphate isomerase (Homo sapiens); hit rate 0.66% among 190,000; recombinant PMI enzyme, coupled fluorescence intensity; higher % means a stronger effect; in the data active = inhibition above about 50%
XIAP antagonists: XIAP antagonists, biochemical, IAP family, fluorescence polarization (AID 1018); hit rate 0.007% among 200,000; XIAP BIR domain, fluorescence polarization peptide displacement; higher % means a stronger effect; E3 ubiquitin-protein ligase XIAP (Homo sapiens); one-dose displacement, % at 20 µM; IC50 in µM for titrated hits; in the data active = displacement above about 50%; note: a part of the inactive calls stands beside numbers as strong as those of hits
PhoP inhibition: inhibitors of PhoP regulon expression, primary screen, Salmonella Typhimurium, GFP reporter (AID 1863); S. Typhimurium PhoP-regulated promoter GFP reporter, 4 h; higher % means a stronger effect; inhibition, % at 50 µM, or IC50 in µM where a hit was titrated; hit rate 0.16% among 300,000;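 active = inhibition over 29.93%, a cutoff 3 SD above the screen mean, later confirmed by dose response; inconclusive = inhibition over 29.93% but no dose response follow-up; inactive = inhibition at most 29.93% or unconfirmed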;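 note: 0% = low Mg2+ inducing control and 100% = high Mg2+ repressing control; strong numbers were not always called active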
* hit, by the source's call; i = inactive; ? = inconclusive; . = no result given. Random draw from the library, and some 1.6% of all compounds hit somewhere here.

SMILES	Siah-1 displacement	West Nile virus CPE	M17LAP inhibition	P. falciparum M1AAP	ER stress rescue	Yfh1-off respiration	human PMI inhibitors	XIAP antagonists	PhoP inhibition
O=C(Oc1ccccc1N1C(=O)C2CCCCC2C1=O)c1ccc(Cl)cc1 (stereo unspecified)	2.4%	-0.5%	0.9%	7.3%	-0.8%	i	8.5%	-2.0%	1.7%
COc1ccc(N2CC(O)=C(c3nc(-c4ccccc4)cs3)C2=N)cc1	0.2%	0.2%	3.4%	-1.4%	.	i	.	.	-9.1%
Cn1nnnc1NCc1cccc(Cl)c1	-2.2%	-0.7%	-17.6%	-0.7%	0.9%	i	2.0%	-5.7%	6.2%
COC1(OC)C(/C=C/c2ccc(Cl)cc2)C(C#N)(C#N)C1(OC)OC (stereo unspecified)	1.3%	-0.3%	3.1%	1.9%	5.0%	i	-5.9%	-5.5%	8.8%
N/C(=N\O)c1cccc(CS(=O)(=O)c2ccccn2)c1	-2.7%	2.2%	4.4%	-5.0%	.	i	.	.	-3.0%
CCOc1cc(C(=S)N2CCOCC2)ccc1O	-2.3%	0.2%	17.6%	14.8%	-1.1%	i	18.5%	-7.8%	-8.6%
CCN(CC)CCn1c(=O)n(-c2ccc(Cl)cc2)c(=O)c2c3c(sc21)CN(C)CC3	-8.3%	0.9%	-2.8%	2.2%	.	i	.	.	6.3%
O=C(C1CCCCC1)N(CCN1CCCC1)c1nc2ccccc2s1	3.3%	.	3.0%	-1.7%	0.4%	.	-4.1%	-2.1%	19.2%
O=C(O)CCCN=CC1=C(O)CNC1=O	-4.2%	-0.3%	11.5%	-0.1%	-0.3%	i	-16.4%	-0.5%	-2.7%
CCN(CC)CCCNc1oc(/C=C/c2ccccc2)nc1C#N	-5.3%	0.5%	i	61µM*	.	i	.	.	-0.6%
CCOC(=O)CN(C(=O)CSc1nnc(C)n1-c1ccccc1)c1ccccc1	1.5%	-0.4%	1.7%	-0.4%	0.3%	i	6.1%	-5.3%	-1.0%
Nc1nc(Cl)cc(N2CCCC2)n1	1.6%	-0.3%	0.6%	-4.1%	-2.0%	i	48.5%	-11.4%	4.9%
Cc1ccc2c(c1)sc1nc(=O)n(-c3cccc(Cl)c3)c(=O)n12	2.9%	-0.5%	11.8%	0.1%	1.2%	i	7.1%	-2.9%	-7.9%
CCCCN(CCCC)CCCNC(=O)c1ccc2nc(-c3ccccc3NC(C)=O)c(=O)[nH]c2c1	-3.3%	0.8%	7.6%	8.6%	2.9%	i	-2.7%	0.0%	8.4%
O=C(O)c1ccc2c(c1)C(=O)N(C(Cc1ccccc1)C(=O)O)C2=O (stereo unspecified)	0.9%	0.5%	-3.7%	1.0%	-2.8%	i	-9.7%	-2.6%	-17.2%
Cc1cc(C)cc(NC(=O)CN2CCN(CCN=CC3=C(O)CC(C)(C)CC3=O)CC2)c1	2.3%	0.0%	1.6%	1.9%	0.2%	i	6.9%	-3.2%	-0.6%
O=C(C1CC1)N1CCc2cc(S(=O)(=O)N(CCO)Cc3ccccc3)ccc21	3.9%	.	6.0%	11.9%	7.8%	.	-0.6%	-6.1%	-10.1%
Cc1ccccc1OCC1Cc2c(nc(N)c(C#N)c2N)O1 (stereo unspecified)	-2.1%	0.2%	5.0%	3.3%	-1.0%	i	0.6%	-6.2%	0.1%
O=C(CCn1nc(-c2ccc(Cl)cc2)ccc1=O)NCc1cccnc1	1.1%	-0.5%	-3.0%	5.3%	-0.1%	i	8.0%	-3.1%	2.8%
COc1ccc(C(C)=O)cc1COC(=O)C(CO)NS(=O)(=O)c1ccc(Br)cc1 (stereo unspecified)	-1.1%	-0.2%	3.8%	1.3%	-1.0%	i	-2.1%	0.9%	0.4%
C/C(CC(C)C)=N\Nc1ccc(S(N)(=O)=O)cc1[N+](=O)[O-]	1.3%	-1.1%	-2.1%	1.0%	-1.6%	i	2.7%	-4.2%	-4.1%
COc1cccc(C2C(C#N)=C(C)NC3=C2C(=O)CC(C)(C)C3)c1 (stereo unspecified)	-1.9%	-0.8%	-243.2%	8.3%	-0.1%	i	6.3%	-6.9%	-12.1%
Clc1ccc(Cc2ccc(SCc3ccccc3)nn2)c(Cl)c1	-3.8%	-1.4%	-0.5%	17.4%	0.4%	i	2.8%	1.2%	9.5%
CCC(=O)Nc1cc(C)c(NC(=O)CCc2ccccc2)cn1	0.7%	-0.1%	1.1%	-4.2%	-1.7%	.	32.0%	2.0%	-4.7%
Cc1ccc(S(=O)(=O)c2nc(-c3ccccc3)oc2NCCN2CCOCC2)cc1	3.9%	-0.1%	-0.8%	5.6%	.	i	-35.8%	-3.4%	2.6%
O=C(c1ccco1)N(CCCN1CCOCC1)c1nc(-c2ccc(Cl)cc2)cs1	3.2%	-0.1%	-4.2%	4.6%	-1.0%	i	9.6%	2.0%	-2.3%
Cc1ccc(S(=O)(=O)NCCOC(=O)Nc2sc(=S)n(C)c2C)cc1	2.5%	-0.1%	4.3%	2.2%	-0.4%	i	2.2%	-1.4%	-0.5%
O=C(O)/C=C/C(=O)Nc1ccc2c(c1)NC(=O)CO2	3.3%	0.2%	21.1%	-1.4%	1.3%	i	.	-5.3%	3.4%
C[C@H](N=C1NS(=O)(=O)c2ccccc21)C(=O)OCc1cc([N+](=O)[O-])cc2c1OCOC2	4.5%	0.1%	4.3%	0.3%	.	i	.	.	-4.1%
Cc1ccc(OCc2n[nH]c(=S)n2-c2ccc(C)cc2)cc1	2.8%	0.1%	-2.7%	2.3%	1.1%	i	18.4%	-3.2%	-1.1%
CCN1CCN(C(c2ccc(F)cc2)c2nnnn2Cc2ccc3c(c2)OCO3)CC1 (stereo unspecified)	-1.7%	0.9%	-1.2%	0.4%	-1.6%	i	-11.6%	-6.5%	8.7%
O=c1c2ccccc2sn1-c1cc(S(=O)(=O)N2CCOCC2)ccc1N1CCOCC1	-5.4%	-1.2%	-4.5%	-2.6%	-0.2%	i	96.3%*	-6.3%	-3.8%
COc1ccc(-n2c(N)c(-c3nc4ccccc4n3C)sc2=S)cc1	0.7%	0.3%	6.9%	17.9%	-0.9%	i	1.5%	-7.3%	-18.6%
O=C(CN1c2ccccc2Sc2ccccc21)NNC(=O)Nc1ccc(Cl)cc1	3.5%	-0.1%	9.0%	2.5%	.	i	.	.	-10.4%
COC(=O)c1ccc(NC(=S)N2CCC(C(N)=O)CC2)cc1	-0.9%	-0.2%	5.5%	2.7%	-1.1%	i	-1.8%	-1.4%	-3.1%
Cc1ccc(-c2cc3ccccc3nc2N2CCOCC2)cc1	3.4%	-0.3%	4.4%	3.2%	-1.6%	i	0.8%	-5.8%	-0.2%
CN(C)c1cccc(C(=O)NC2CCCCCC2)c1	1.5%	-0.7%	7.7%	1.0%	0.0%	i	5.6%	-3.6%	-0.1%
COc1ccccc1C/C(N)=N/OC(=O)/C=C/c1ccccc1	4.8%	-1.1%	-0.2%	2.1%	1.5%	i	-8.5%	-5.2%	-13.9%
COC(=O)C1=C(C)NC(C)=C(C(=O)OC)C1c1ccc(NC(C)=O)cc1	-1.6%	-0.3%	6.7%	8.5%	-2.6%	i	6.9%	-0.6%	-6.3%
O=C(CCCc1ccccc1)Nc1cccc2c1CCCC2	-3.1%	-0.4%	-1.1%	3.2%	2.4%	i	-6.8%	-23.3%	-9.9%
Cc1cccc(Cn2cnc3c(N)c(C)c(C)cc32)c1	-3.4%	-0.1%	3.7%	14.7%	-0.4%	i	41.1%	-3.7%	-6.5%
COC(=O)C1=CN(c2cccc(C)c2)C=C(C(=O)OC)C1c1cc(OC)c(O)c([N+](=O)[O-])c1	-2.3%	-0.3%	-4.0%	?	-1.6%	i	13.1%	-20.2%	-6.7%
CN(C)CCOC(=O)C12CC3CC(CC(C3)C1)C2	1.7%	0.1%	3.4%	2.3%	-1.6%	i	-11.1%	-0.2%	-0.2%
Cc1cc(C)cc(NC(=O)NC(C)C2CCCO2)c1 (stereo unspecified)	-1.3%	0.2%	5.2%	-1.8%	-2.6%	i	-10.5%	-7.4%	-1.1%
CSc1nnc2c3c4c(sc3c(=O)n(-c3ccccc3)n12)CC(C)(C)OC4	-0.3%	0.1%	2.4%	0.0%	0.7%	.	6.3%	-3.6%	-9.6%
COc1ccc(OC)c(NC(=O)C2CCCN(S(=O)(=O)c3cccc4nsnc34)C2)c1 (stereo unspecified)	-0.1%	0.3%	1.6%	6.9%	0.7%	i	-1.8%	-4.0%	-2.7%
O=C(Nc1nnc(-c2cccs2)o1)c1cccc(Oc2ccccc2)c1	-5.0%	-0.2%	24.5%	-8.3%	-1.5%	i	-15.1%	-3.1%	78.6µM*
Cc1ccc(-c2nnn(CC(=O)NC3CC4CCC3C4)n2)cc1 (stereo unspecified)	6.5%	-0.3%	-22.9%	10.4%	.	i	19.2%	-3.3%	-12.6%
CC1(C)CC(=O)c2ccc(O)cc2O1	2.5%	-0.1%	7.1%	5.1%	-1.4%	i	-12.1%	5.1%	-6.9%
CCc1ccccc1N(CC(=O)OC)S(C)(=O)=O	0.8%	0.1%	-11.4%	-3.1%	0.1%	i	6.5%	-0.1%	3.5%
The list goes on:
SMILES	Siah-1 displacement	West Nile virus CPE	M17LAP inhibition	P. falciparum M1AAP	ER stress rescue	Yfh1-off respiration	human PMI inhibitors	XIAP antagonists	PhoP inhibition
Cc1ccc(NC(=O)CN2C(=O)C3CCCCN3C(=O)c3ccccc32)cc1 (stereo unspecified)	-0.7%	0.9%	7.6%	6.4%	-0.5%	i	6.8%	-8.2%	9.4%
CCc1ccccc1NC(=S)N(CCCN(C)C)Cc1cc2cc3c(cc2[nH]c1=O)OCO3	12.5%	0.0%	-31.3%	8.6%	-1.3%	i	6.2%	-3.3%	-3.0%
CCOC(=O)CN1CC23C=CC(O2)C(C(=O)Nc2ccc(F)cc2)C3C1=O (stereo unspecified)	1.2%	0.2%	-5.6%	-2.3%	-0.8%	i	-3.7%	-0.8%	-5.8%
COc1ccccc1N(CC(=O)Nc1c(C)cccc1C)S(C)(=O)=O	-2.7%	-0.4%	14.8%	-1.9%	-0.1%	i	-2.7%	-3.6%	4.4%
Cc1csc2ncc(C(=O)Nc3cccc(C(F)(F)F)c3)c(=O)n12	2.0%	-0.2%	.	.	-2.0%	i	3.2%	-5.1%	.

Bioassay records (PubChem)
